TTR transcr act – TTR transcription activators in neuroblastoma reporter cells, primary screen, cell-based, luminescence, SH-SY5Y, TTR promoter Gaussia luciferase; 92,000 tested, 1.3% active; activation, % at 16.7 µM; 100% = recombinant luciferase protein wells; AID 1117267, 2014;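 active = activation above the mean of all tested compounds plus 3 SD, cut at about 9.5% in these data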;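 also: cells exposed to compounds for one day before reading; 0% = median of all test compound wells on the plate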
* hit, by the source's call. Some of the compounds tested; count on the stated rates, not on these rows.

SMILES	TTR transcr act
N#CCCN(Cc1cccnc1)C(=S)Nc1ccccc1Cl	2.1
CC(NC(=S)NC1CCCCC1)C(c1cccs1)N1CCOCC1 (stereo not drawn)	0.6
COc1cc(OC)cc(C(=O)N(CCCN2C(=O)c3cccc4cccc(c34)C2=O)c2cccc(OC)c2)c1	-1.1
O=C(NN1C(=O)c2ccccc2C1=O)C1CCCCC1	-1.1
COc1ccc(Br)c(C(=O)OCC(=O)NC2CC2)c1	-1.7
COc1ccc(Nc2nc(N3CCOCC3)nc(N3CCOCC3)n2)cc1	-2.0
COc1ccccc1Nc1ccc(C(=O)NC2CCCCC2)cn1	-1.5
Cc1ccc(-c2csc(/C(C#N)=C/Nc3ccc4c(c3)OCCO4)n2)cc1	3.1
Cc1cccnc1NC(=S)NCc1ccco1	0.1
CCOC(=O)c1c(NC(=S)NC(=O)c2cnn(CC)c2)sc2c1CCC(C)C2 (stereo not drawn)	1.2
Cc1c(C(=O)Nc2cccc(N(C)S(C)(=O)=O)c2)cccc1[N+](=O)[O-]	-0.8
O=C(Nc1nc(-c2ccc(S(=O)(=O)N3CCCCCC3)cc2)cs1)c1ccccc1	-4.7
COc1ccccc1N(C(=O)c1snc(C(N)=O)c1N)C(C(=O)NC1CCCC1)c1ccc(N(C)C)cc1 (stereo not drawn)	-2.0
CC(C)(C)C(=O)Nc1cc2c3c(c1)CCC(=O)N3CCC2	-0.8
CNC(=O)c1sccc1S(=O)(=O)Cc1c(Cl)cccc1Cl	2.3
CCC(C)C(=O)Nc1nnc(SCC(=O)Nc2ccccc2F)s1 (stereo not drawn)	1.4
CC(=O)NNc1[nH]c2c(c(=O)c1[N+](=O)[O-])c(=O)n(C)c(=O)n2C	0.0
O=[N+]([O-])c1ccc(Br)c(CN2CCN(c3ncc(Cc4ccccc4)cn3)CC2)c1	-1.9
CCOC(=O)c1c(NC(=O)CN2CCN(C(=O)c3ccco3)CC2)sc(C(N)=O)c1C	1.9
c1cnc(Oc2ccc3oc4ccccc4c3c2)nc1	8.7
c1ccc(CCc2nn3c(Cn4cnc5ccccc54)nnc3s2)cc1	5.0
CCOC(=O)CN1C(=O)C(Sc2n[nH]c(-c3ccc(C)cc3)n2)CCc2ccccc21 (stereo not drawn)	-0.8
O=C(O)Cc1ccc(NC(=O)Nc2cccc(Cl)c2)cc1	0.5
CCc1cccc2c(C(=O)COC(=O)c3ccc([N+](=O)[O-])s3)c[nH]c12	-0.4
CC1CCCC(NC(=O)COC(=O)c2ccc(N(C)C)cc2)C1C (stereo not drawn)	2.0
COc1cc(OC)c(-c2nnc(-c3ccc(OC)c(OC)c3OC)o2)cc1OC	4.9
CC(=O)Nc1cccc(NC(=O)COC(=O)C2CC3CCCC(C2)C3=O)c1 (stereo not drawn)	-0.3
O=C(Nc1ccc(NC(=O)C23CC4CC(CC(C4)C2)C3)cc1)c1cc(F)c(F)cc1Cl	-0.8
O=C1CCC(C(=O)OC(C(=O)Nc2ccc([N+](=O)[O-])cc2Br)c2ccccc2)=NN1 (stereo not drawn)	1.0
COc1ccc(C2NC(=O)NC(C)=C2C(=O)OCc2ccc3c(c2)OCO3)cc1OC (stereo not drawn)	2.6

Next part; the last 2 above are carried over.
SMILES	TTR transcr act
O=C1CCC(C(=O)OC(C(=O)Nc2ccc([N+](=O)[O-])cc2Br)c2ccccc2)=NN1 (stereo not drawn)	1.0
COc1ccc(C2NC(=O)NC(C)=C2C(=O)OCc2ccc3c(c2)OCO3)cc1OC (stereo not drawn)	2.6
CCOC(=O)C1CCN(C(=O)COc2ccc(Cl)cc2)CC1	1.3
CCOc1ccc(CC(=O)NNC(=S)NC)cc1	-2.8
COCCNC(=O)C1(C)CCCN(C(=O)c2ccco2)C1 (stereo not drawn)	-2.0
Cc1ccc(NC(=O)NCCSc2ccc(C)cc2)cc1	0.3
O=C(OCC(=O)c1cccc2ccccc12)c1ccc(CO)cc1	-1.4
CCSC1=C(C#N)C(CC(C)C)C2=C(CCCC2=O)N1 (stereo not drawn)	-0.2
C[C@H](NC(=O)C1CC(=O)N(c2ccc(F)cc2)C1)C(=O)N1CCCCC1 (stereo partly drawn)	2.8
CCOc1ccccc1NC(=O)CCc1nnc2ccc(N3CCC4(CC3)OCCO4)nn12	0.0
CCN1CCN(CC(=O)Nc2ccc(C)cc2C)C(=O)C1=O	-1.1
C=CCN(c1ccccc1)S(=O)(=O)c1cccc(C(=O)Nc2nnc(SCC)s2)c1	-3.0
COc1ccc(CCNC(=O)CSc2nc(C)nc3c2oc2ccccc23)cc1OC	-0.2
O=C(NC1CCN(S(=O)(=O)c2cccc([N+](=O)[O-])c2)CC1)C1CCCCC1	2.3
CC(=O)C(Sc1ccc2nnc(-c3ccncc3)n2n1)C(C)=O	-0.4
Cc1ccc(OCC(=O)N2CCN(c3ccc([N+](=O)[O-])c(N4CCOCC4)c3)CC2)cc1	0.6
Cc1ccc(S(=O)(=O)NC(C)CCc2ccccc2)cc1C(N)=O (stereo not drawn)	-1.8
O=C(NNc1ncc(C(F)(F)F)cc1Cl)c1ccc(Cl)c(Cl)c1	3.3
CCN1C(=O)CS/C1=N\S(=O)(=O)c1ccccc1	-1.5
CCOC(=O)c1cc2cc([N+](=O)[O-])ccc2oc1=O	-1.1
CCOC(=O)C1(C(=O)OCC)COC(=O)C2(CC)OC21 (stereo not drawn)	6.6
COCCNC(=O)C1CCCN(S(=O)(=O)c2ccc3c(c2)CC(C)N3C(=O)C2CC2)C1 (stereo not drawn)	-1.8
CCCCCc1cc(=O)oc2c(C(CCN(CC)CC)c3ccc(N(C)C)cc3)c(OC)cc(OC)c12 (stereo not drawn)	-4.8
COCCCn1c(N)c(-c2nc3ccccc3n2C)c2nc3ccccc3nc21	-1.6
CCOc1ccc(N/C=C/C(=O)c2ccc(C)cc2)c([N+](=O)[O-])c1	6.3
CC1CC(C)CN(c2nc(N(C)c3ccccc3)nc(N)c2[N+](=O)[O-])C1 (stereo not drawn)	0.6
CC(C)CC(=O)Nc1cc(C(F)(F)F)ccc1N1CCOCC1	0.4
CCNS(=O)(=O)c1ccc(CCC(=O)NCc2ccc3c(c2)OCO3)cc1	0.3
CC(C)CCC(C(=O)O)C(C)CC(=O)NNC(=O)c1ccco1 (stereo not drawn)	-1.8
O=C(Nc1ccc(F)cc1)c1nc[nH]c1C(=O)O	-1.5
O=C(NC(=S)Nc1cccc2c(O)cccc12)c1ccccc1[N+](=O)[O-]	-2.1
O=C(O)CSc1nnnn1C1CCCCC1	3.5
O=C(O)C1CC(=O)N(c2ccc(F)c(F)c2)C1 (stereo not drawn)	-1.2
Cc1ccc(-c2ccc(CN3C(C(C)C)C(=O)N(Cc4cn(CCC5OCCCO5)nn4)CCS3(=O)=O)cc2)cc1 (stereo not drawn)	0.2
Cc1cc(C)c(CNC(=O)c2cc(C3CC3)nc3c2cnn3C(C)C)c(=O)[nH]1	0.3
O=C(NCCc1ccccc1)C(=O)NCC1OCCN1S(=O)(=O)c1ccc(Cl)cc1 (stereo not drawn)	0.5
CCC(=O)NC1(C(F)(F)F)C(=O)Nc2c1c(=O)[nH]c(=O)n2CC(C)C (stereo not drawn)	-0.6
Cc1c(NC(=O)CN(C)CC(=O)Nc2ccc(F)c(F)c2F)c(=O)n(-c2ccccc2)n1C	0.8
Cc1ccc2c(c1)CO[C@@]21O[C@H](CCO)C[C@H](O)[C@H]1O	0.4
CCOc1ccccc1OCC(=O)Nc1ccc2[nH]c(=O)[nH]c2c1	-1.8
CCOc1ccc2nc(NC(=O)CN3CCN(c4ccccn4)CC3)sc2c1	6.0
C[C@@H]1CN([C@H](C)CO)C(=O)CCCn2cc(nn2)CO[C@H]1CN(C)C(=O)c1ccc(N2CCN(C)CC2)cc1	4.5
COc1ccccc1Nc1nc(=O)[nH]nc1C	1.4
COc1ccc(CCNS(=O)(=O)c2cccc(C(=O)O)c2)cc1OC	0.4
Cc1ccc(O)c(-c2cc(C(=O)NCc3ccc4c(c3)OCO4)[nH]n2)c1	2.5
CCN(C(=O)COC(=O)c1cc(-c2ccccc2)nc2c1c(C)nn2-c1ccccc1)C1CCS(=O)(=O)C1 (stereo not drawn)	2.2
CN(NC(=O)COc1ccccc1)c1ccccc1	0.2
O=C(COc1ccccc1Cl)NCCNC(=O)c1ccncc1	-0.9
O=C(NCc1ccccn1)c1cccs1	1.3
COc1ccc(OC)c(-c2c3c([nH]c(=S)c2C#N)CCCC3)c1	1.6
Cn1nccc1CNC(=O)c1c(Cl)cnn1C	2.4
Cc1cc(NS(=O)(=O)c2ccc(NS(=O)(=O)c3cc(C)c(Cl)cc3Cl)cc2)no1	1.8
O=C(O)c1cccc(-c2ccc(/C=N/NC(=O)c3cccnc3)o2)c1	-2.3
COc1ccccc1CNc1ccc2nnc(CCNC(=O)c3ccccc3)n2n1	-0.6
CC(C)(C)c1ccc(N2C(=O)Cc3c2nc(N)c(C#N)c3N)cc1	1.3
CC(=O)Nc1c(C(N)=O)oc2ccc(Cl)cc12	2.7
CC(CCc1ccccc1)NC(=O)CN1CCN(Cc2ccccc2)C1=O (stereo not drawn)	4.5
Cc1ccc(O)c(C2=NNC(c3ccc(Cl)cc3)C2)c1 (stereo not drawn)	8.5
COc1ccc(/C=C(/NC(=O)c2cccc([N+](=O)[O-])c2)C(=O)O)cc1	-0.1
O=C(CN1CCN(Cc2ccccc2)CC1)Nc1ccc(-n2cnnn2)cc1	2.4
COc1ccc(CCn2c(-c3ccc(C(C)(C)C)cc3)n[nH]c2=S)cc1OC	-2.1
CCCn1nnc(NC(=O)c2cc(Br)cc(Br)c2OC)n1	4.1

(list continues)
SMILES	TTR transcr act
CCOc1ccccc1OCC(=O)NCc1ccco1	0.9
N#CCC(=O)Nc1ccc(C(=O)NCC2(N3CCOCC3)CCCCC2)cc1	-0.4
COc1ccc2c(c1)C(=O)Cc1ccccc1O2	-1.3
O=C(OCC#CCSc1nnc(-c2cccc3ccccc23)o1)C1CCC1	2.9
N#C/C(=C(/O)c1cccs1)c1nnc2n1CCCCC2	-0.9
COc1ccccc1-c1nnc(-c2ccc(C)cc2)o1	-1.7
CC1(C)Cc2ccccc2-c2nnnn21	0.6
O=S1(=O)c2ccc(Br)cc2OC(COCc2ccccc2)CN1Cc1ccccc1 (stereo not drawn)	0.0
COc1cccc(/C=C/c2ccc3ccccc3n2)c1OC(C)=O	-3.6
Cc1oc2ccccc2c1-c1cn2c(n1)SCC2	-1.2
O=C(COC(=O)c1n[nH]c2ccccc12)c1cccc(Br)c1	0.1
N#C/C(=C\c1ccc[nH]1)C(=O)N1CCCCC1	-0.7
O=C(Nc1cccnc1)c1cc(-c2cccc(Br)c2)nc2ccccc12	1.1
CCOC(=O)CN1CC23C=CC(O2)C(C(=O)NC2CCCCC2)C3C1=O (stereo not drawn)	0.1
CNC(=O)c1ccc2cc(OC)c(OC)cc2c1	-0.8
Cc1cc(NC(=O)CCC(=O)N(CC(=O)NC2CCCC2)c2ccc(Cl)c(Cl)c2)no1	-2.1
COc1cccc(/C=C2/SC(=S)N(CC(=O)NNC(=O)c3ccccc3O)C2=O)c1	0.6
CC1CCCCC1NC(=O)c1cc2ccccc2o1 (stereo not drawn)	1.6
CCOC(=O)c1ccc(NC(=O)COc2ccccc2CNCCO)cc1	2.4
COc1ccc(C(=O)/C(=C/c2cccs2)c2nc3ccccc3o2)cc1	1.0
Nc1[nH]c(C(=O)c2ccccc2)c(-c2cccnc2)c1C(=O)NCCc1c[nH]c2ccccc12	-1.3
COc1c(C)cc(C(O)c2ncc(-c3cccc(C(F)(F)F)c3)[nH]2)cc1C (stereo not drawn)	-1.3
COc1cccc(-n2nc3c(=S)[nH]nc(C)c3c2C)c1	-1.8
CC(C)N(C1=CC(=O)OC12CCCCC2)C(C)C	-0.6
Cc1nonc1CN(C)C(=O)c1ccc(OC2CCN(Cc3ccccn3)CC2)cc1	4.4
Cc1ccccc1Sc1ncccc1[N+](=O)[O-]	0.8
CCOc1ccc(CN(C)CC(=O)Nc2cc(C)c(C)cc2[N+](=O)[O-])cc1	5.5
O=S(=O)(c1cccnc1)N1CCn2cccc2C1c1ccccc1F (stereo not drawn)	-0.1
O=C(Nc1ccc(F)c(Cl)c1)c1ccc2c(c1)OCO2	0.6
CCOC(=O)N1CCC(c2cc(=O)n3[nH]cc(C(=O)OC)c3n2)CC1	-0.5

Fetched by compound from above, 4 records:
SMILES	TTR transcr act
Cc1ccc(OCC(=O)N2CCN(c3ccc([N+](=O)[O-])c(N4CCOCC4)c3)CC2)cc1	0.6
C=CCN(c1ccccc1)S(=O)(=O)c1cccc(C(=O)Nc2nnc(SCC)s2)c1	-3.0
CC1(C)Cc2ccccc2-c2nnnn21	0.6
O=C(NCc1ccccn1)c1cccs1	1.3

Next section:
SMILES	TTR transcr act
COC(=O)CCC(=O)N1CCCC(N2CCN(c3ccc(OC)cc3)CC2)C1 (stereo not drawn)	2.0
COC(=O)CSc1nc(SC)nc2c1sc1nc(-c3ccco3)c3c(c12)CC(C)(C)OC3	0.7
C=CCOc1ccc(Cl)cc1CNC1CCCC1	2.9
Cc1cc2c(nn1)CCc1c-2no[n+]1[O-]	1.9

6 of the entries above in order of their number in TTR transcr act, lowest first:
SMILES	TTR transcr act
O=C(OCC(=O)c1cccc2ccccc12)c1ccc(CO)cc1	-1.4
CCSC1=C(C#N)C(CC(C)C)C2=C(CCCC2=O)N1 (stereo not drawn)	-0.2
COC(=O)CSc1nc(SC)nc2c1sc1nc(-c3ccco3)c3c(c12)CC(C)(C)OC3	0.7
O=C(NC1CCN(S(=O)(=O)c2cccc([N+](=O)[O-])c2)CC1)C1CCCCC1	2.3
C=CCOc1ccc(Cl)cc1CNC1CCCC1	2.9
Cc1ccc(O)c(C2=NNC(c3ccc(Cl)cc3)C2)c1 (stereo not drawn)	8.5

Screening results as filed in PubChem BioAssay.
